# Compound activity: PubChem, Fisher Drug Discovery Resource Center
# mcGAS MS inh – inhibitors of Mus musculus cyclic GMP-AMP synthase, initial high-throughput assay, cell-free, RapidFire MS; Q8C6L5; recombinant mouse cGAS, cGAMP by RapidFire MS; inhibition, % at 12.5 µM; hit rate 0.18% among 130,000; AID 1259397, 2018;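 active = inhibition of cGAS enzyme activity at or above 60%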;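 note: enzyme stimulated by 45 bp dsDNA with ATP and GTP substrates; cGAMP share of summed cGAMP plus half ATP and half GTP signals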
# Target sequence (Q8C6L5 whole entry, looked up): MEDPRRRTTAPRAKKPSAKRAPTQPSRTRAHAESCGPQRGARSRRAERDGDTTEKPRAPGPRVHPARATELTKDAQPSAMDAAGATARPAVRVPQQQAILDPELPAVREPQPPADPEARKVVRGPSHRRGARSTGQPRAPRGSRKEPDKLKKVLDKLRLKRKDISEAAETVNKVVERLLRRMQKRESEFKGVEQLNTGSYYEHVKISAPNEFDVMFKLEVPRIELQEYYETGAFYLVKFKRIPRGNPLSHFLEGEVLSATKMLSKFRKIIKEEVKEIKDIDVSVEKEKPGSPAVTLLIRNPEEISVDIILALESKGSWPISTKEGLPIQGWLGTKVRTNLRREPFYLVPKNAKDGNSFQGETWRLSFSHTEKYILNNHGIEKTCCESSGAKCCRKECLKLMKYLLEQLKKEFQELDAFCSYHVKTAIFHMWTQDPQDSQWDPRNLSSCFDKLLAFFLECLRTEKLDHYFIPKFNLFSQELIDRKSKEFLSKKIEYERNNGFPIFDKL
# An asterisk follows results filed as active; & = joins results of further samples. A portion of the library (hit frequency here may not be typical).
nr | canonical_smiles | mcGAS MS inh
1 | CN1CC2([N+](=O)[O-])C=C(Oc3ccc(F)cc3)CC([N+](=O)[O-])(C1)C2 (stereo unspecified) | -18
2 | Cc1sc2nc(CCN)nc(NCCCc3ccncc3)c2c1C | -1
3 | COc1ccc(S(=O)(=O)Nc2ccc(N(C)C)nc2)cc1 | 0
4 | CCS(=O)(=O)N1CCCc2cc(NC(=O)c3c(F)cccc3Cl)ccc21 | -1
5 | CC(C)NC(=O)[C@@H](C)N1Cc2ccc(N3CCOCC3)nc2C1=O | 2
6 | COc1ccc(CC(=O)Nc2cc(-c3cccs3)nn2-c2nc(C)cc(=O)[nH]2)cc1OC | -3
7 | CNC(C#N)Cc1ccc(OC)c(OC)c1 (stereo unspecified) | -9
8 | COc1ccc(NC(=O)Nc2ccc(N3CCCCC3)cc2)cc1 | -13

# In a second layout: 4 of the compounds above
(1) CN1CC2([N+](=O)[O-])C=C(Oc3ccc(F)cc3)CC([N+](=O)[O-])(C1)C2 (stereo unspecified)
  mcGAS MS inh: -18
(2) Cc1sc2nc(CCN)nc(NCCCc3ccncc3)c2c1C
  mcGAS MS inh: -1
(3) COc1ccc(S(=O)(=O)Nc2ccc(N(C)C)nc2)cc1
  mcGAS MS inh: 0
(4) CCS(=O)(=O)N1CCCc2cc(NC(=O)c3c(F)cccc3Cl)ccc21
  mcGAS MS inh: -1

# Part of the list above, set out differently:
[6] COc1ccc(CC(=O)Nc2cc(-c3cccs3)nn2-c2nc(C)cc(=O)[nH]2)cc1OC
  mcGAS MS inh: -3
[3] COc1ccc(S(=O)(=O)Nc2ccc(N(C)C)nc2)cc1
  mcGAS MS inh: 0
[7] CNC(C#N)Cc1ccc(OC)c(OC)c1 (stereo unspecified)
  mcGAS MS inh: -9
[5] CC(C)NC(=O)[C@@H](C)N1Cc2ccc(N3CCOCC3)nc2C1=O
  mcGAS MS inh: 2

# More compounds
nr | canonical_smiles | mcGAS MS inh
9 | Cc1ccc(-c2nnc(SCC(=O)C(C)(C)C)n2C)cc1 | -4
10 | Clc1ccc2nc(CSc3ncnc4sc5c(c34)CCC5)cn2c1 | -2
11 | Oc1ccccc1N1CCN(Cc2cc(Cl)cc3c2OCOC3)CC1 | -5
12 | c1c(CN2CCC(c3nnc4n3CCCCC4)CC2)nn2c1CNCC2 | -9
13 | Cc1ccc(C)c(S(=O)(=O)NC2CCN(C(=O)C3CC3)CC2)c1 | 0
14 | COc1oc(=O)c2cc(N)ccc2c1Cl | -3
15 | CN(CC(=O)Nc1sc2c(c1C(N)=O)CCCC2)S(=O)(=O)c1ccc(Cl)s1 | -4
16 | CC1CN(C(=O)CN2C(=O)NC3(CCCCCCC3)C2=O)CC(C)O1 (stereo unspecified) | -14
17 | O=C(CN1CSCC1=O)Nc1cc(Cl)ccc1Sc1ccc(F)cc1 | 1
18 | Cn1ccnc1-c1nccn1CC1CCN(Cc2ccccc2)CC1 | -14
19 | Nn1c(O)c(C2=c3cc([N+](=O)[O-])ccc3=NC2=O)sc1=S | 5
20 | CCc1ccc(S(=O)(=O)NCCCn2nc(-c3ccc(C)cc3)ccc2=O)s1 | 7
21 | Cc1noc(C)c1CN1CCC(C)CC1 | -4
22 | NC1CC(=O)N(Cc2ccccc2Cl)C1 (stereo unspecified) | -29
23 | CCN(CC)C(=S)N=P(c1ccccc1)(N1CCOCC1)N1CCOCC1 | -5
24 | CCOC(=O)N1CCC(N(C)Cc2nc3ccc(C)cc3[nH]2)CC1 | -26
25 | ClC1(Cl)CC1Cn1cnc2ccccc21 (stereo unspecified) | -15
26 | CC(C(=O)NCc1ccc(CN2CCOCC2)cc1)N1CCCC1c1ccsc1 (stereo unspecified) | 2
27 | COc1ccc2cc(C3(C)NC(=O)N(CCC(N)=O)C3=O)ccc2c1 (stereo unspecified) | -2
28 | CCC1C(c2ccc(C)cc2)CCN1c1ccc(S(C)(=O)=O)cc1S(C)(=O)=O (stereo unspecified) | 0
29 | CC(C)n1cc(C(=O)N2CCC(c3[nH]ncc3-c3cccc(F)c3)CC2)cn1 | -21
30 | COc1cccc(N=C2NN=C(c3ccc4c(c3)CC(=O)N4)CS2)c1 | -30
31 | Cc1ccc(NC(=O)CC(C(=O)O)N2CCNCC2)c(C)c1 (stereo unspecified) | -7
32 | CNc1cc(C(=O)N(Cc2noc(C)n2)C(C)C)ccn1 | -2

# Sorted by formula weight (rising): some entries from above.
nr | canonical_smiles | mcGAS MS inh
25 | ClC1(Cl)CC1Cn1cnc2ccccc21 (stereo unspecified) | -15
32 | CNc1cc(C(=O)N(Cc2noc(C)n2)C(C)C)ccn1 | -2
29 | CC(C)n1cc(C(=O)N2CCC(c3[nH]ncc3-c3cccc(F)c3)CC2)cn1 | -21
26 | CC(C(=O)NCc1ccc(CN2CCOCC2)cc1)N1CCCC1c1ccsc1 (stereo unspecified) | 2

# Carrying on.
nr | canonical_smiles | mcGAS MS inh
33 | O=C(NCCC1=CCCCC1)C1CSCN1C(=O)c1ccccc1 (stereo unspecified) | -5
34 | COCc1noc(-c2ccc(NC(C)Cc3ccsc3)nc2)n1 (stereo unspecified) | -5
35 | O=C(Nc1cccc(Cl)c1)c1cccnc1Nc1cccc(C(F)(F)F)c1 | 5
36 | Fc1ccccc1N1CCN(C2CCCN(Cc3ccoc3)C2)CC1 (stereo unspecified) | -5
37 | Cn1cnn(CN(CCc2ccccc2)Cc2ccccc2)c1=S | 22
38 | CN(Cc1cnn(C)c1)c1cc(C(=O)OC2CCCCC2)ccn1 | -10
39 | Clc1ccc(C2CSc3c4ncnc-4ncn32)cc1 (stereo unspecified) | 1
40 | O=C1C(=Cc2ccc3c(c2)OCO3)CCCC1=Cc1ccc2c(c1)OCO2 | -32
41 | COc1ccc(F)c(-c2nc(CN3CCN(c4ncccn4)CC3)c(C)o2)c1 | 6
42 | COc1cc(OC)cc(-n2c(C)cc3c(cnc4ncnn43)c2=O)c1 | -9
43 | N#CCCn1nc(-c2ccccc2)c2c1Nc1ccccc1NC2c1ccccn1 (stereo unspecified) | -12
44 | Cc1nc(C2CN(CCn3nc4ccccn4c3=O)CCO2)n[nH]1 (stereo unspecified) | -11
45 | C=C1c2ccccc2NC(=O)N1Cc1ccc(C(F)(F)F)cc1 | -6
46 | O=C(NCCc1ccccc1)C(C1CCCC1)N1CCN(C(=O)c2ccco2)CC1 (stereo unspecified) | -9
47 | COc1ccccc1CCc1nnc(CCC(=O)NCC(C)Oc2cccnc2)o1 (stereo unspecified) | -6
48 | COC(=O)c1ccc(CN(Cc2ccc(C)s2)CC2CCCO2)o1 (stereo unspecified) | -6
49 | COC(=O)/C=C(\CS(=O)(=O)c1ccccc1)C(=O)OC | -13
50 | COc1ccc(C2c3cccn3CCN2C(=S)NC(C)(C)C)cc1 (stereo unspecified) | -8
51 | Cc1noc(C)c1C(=O)N1CC(n2cccn2)Cc2ccccc21 (stereo unspecified) | -2
52 | COc1cc(C2=NC(=Cc3cccc(C#N)c3)C(=O)O2)ccc1OC(F)F | -8
53 | COc1c(F)cc(-c2cccc3ccnn23)cc1F | -26
54 | COc1ccc(OC)c(N2CCN(CC(=O)Nc3ccc4ncccc4c3)C2=O)c1 | -3
55 | NC1=NC2(CCc3ccccc3C2)n2c(nc3cc4c(cc32)OCCCO4)N1 (stereo unspecified) | -5
56 | CCc1cccc(C)c1NP1(=O)C=C(c2ccccc2)SC(c2ccccc2)=C1 | -7
57 | CCc1ccc(-c2nccn2CCc2ccco2)nc1 | 12
58 | Cc1ccc(Nc2cc(C)c(O)c(C)c2)cc1 | -22
59 | CC(C)Cc1cc(C(=O)N2CCCC2c2ccccn2)no1 (stereo unspecified) | 8
60 | CN1CCN(C(=O)c2cc3ccccc3nc2Cl)CC1 | -7
61 | CCN(CC(=O)NC1CCS(=O)(=O)C1)S(=O)(=O)c1cccs1 (stereo unspecified) | -2
62 | COC(C#N)c1cccc(Cl)c1 (stereo unspecified) | -1
63 | COC(=O)[C@H]1C[C@@H](O)CCN1C(=O)c1ccc(-n2cccn2)cc1 | 0
64 | CC(C)C(CCO)Nc1ccnc2cc(Br)ccc12 (stereo unspecified) | -5
65 | COc1cc(Nc2ccc(NS(=O)(=O)c3ccccc3)cc2)nc(C)n1 | -2
66 | COc1ccc(NC2CCCN(c3nc(C(F)(F)F)nc(C)c3C)C2)cc1 (stereo unspecified) | -21
67 | COc1ccc(C(=O)C2CCCN(C(=O)c3n[nH]c4ccccc34)C2)cc1OC (stereo unspecified) | 1
68 | CC(C)(C)c1cc(=O)n(-c2cccc(Cl)c2)[nH]1 | -2
69 | O=C(CC1CSc2nccc(=O)n21)Nc1ccc(Nc2ccccc2)cc1 (stereo unspecified) | 2
70 | CN(C)S(=O)(=O)N1CCC(Oc2ccc(C(=O)N3CCN(CC4CC4)CC3)cc2)CC1 | -9
71 | COCCN1CC(C(=O)NCCc2ccc(C)o2)CCC1=O (stereo unspecified) | -12
72 | O=C(c1ccc[nH]c1=O)N1CCC2(CCCO2)CC1 | -28
73 | Cc1cc(=O)[nH]c(NCCn2cnc(-c3ccccc3)c2-c2ccc(C)o2)n1 | -4
74 | COc1ccc(C(N)=O)c(OC(C)C(=O)N2CCc3ccccc32)c1 (stereo unspecified) | -11&-4
75 | CCn1c(SCC(=O)N2CCc3ccccc32)nnc1-c1ccncc1 | -6
76 | Cc1nccn1CC(=O)Nc1ccc2c(c1)OC(F)(F)O2 | -1
77 | CN(C)S(=O)(=O)c1ccc2c(c1)oc(=O)n2C | 3
78 | CC1(C(=O)NS(=O)(=O)c2ccc(C#N)cc2)CCN1C(=O)Cc1ccccc1Cl (stereo unspecified) | -4
79 | Cc1cc(C2CCC2)nc(NCC(C)(C)N2CCOCC2)n1 | -7
80 | C=CCn1c(C)nnc1SC(C)C(=O)NC(=O)NCC (stereo unspecified) | -1
81 | CCS(=O)(=O)N1CC(C)(C)C1c1ccccc1 (stereo unspecified) | -15
82 | O=C(CC1C(=O)NCCN1Cc1cccc(F)c1F)NCCc1ccccc1 (stereo unspecified) | -4
83 | Cc1nnc(SCc2ccc(C(=O)c3ccc(F)cc3)cc2)[nH]c1=O | -4
84 | COC(=O)C1CCCCN1C(=O)CCc1nnc(CCc2c[nH]c3ccccc23)o1 (stereo unspecified) | -1
85 | CC(C)(C)C(=O)Cn1c[n+](N)cn1 | 11
86 | Cc1ccc2c(c1)N(Cc1ccc(Cl)s1)C(=O)C(C)O2 (stereo unspecified) | -4
87 | Cc1cc(C)cc(CCC(=O)NC(C)c2n[nH]c(C)n2)c1 (stereo unspecified) | -8
88 | Cc1cc(NCCC(C)C)n2c(nc3ccccc32)c1C#N | -3

# Going on with the list.
nr | canonical_smiles | mcGAS MS inh
89 | Cc1ccc(Cn2nnc3c(=O)n(CC(=O)N4CCOCC4)cnc32)cc1 | 3
90 | Cc1noc(C)c1NC(=O)c1cccc(CN2CCC3(CC2)CNC(=O)O3)c1 | -43
91 | COc1cc2c(cc1CNCc1cccnc1Oc1ccc(C)nc1)CCC2 | 1
92 | Cn1c(=O)c(CN2CCCC(OCc3ccccn3)C2)cc2ccccc21 (stereo unspecified) | -3
93 | CS(=O)(=O)c1ccc(-c2nccn2CCn2ccnc2)cc1 | -12
94 | COc1ccc(CNC(C)c2ccccc2)cc1OCc1nc(CO)cs1 (stereo unspecified) | -5
95 | COC(=O)C1CCN(S(=O)(=O)c2cc(Br)ccc2Br)CC1 | -5
96 | O=C1C2CCCCN2C(=O)N1CC(O)COc1cc(Cl)ccc1Cl (stereo unspecified) | -1
97 | O=C(c1ccc(C(F)(F)F)cc1)N1CCCC(OCc2cccc(OC(F)(F)F)c2)C1 (stereo unspecified) | -6
98 | O=C(NCc1ccccc1CN1CCCC1=O)[C@@H]1C[C@@H]2C=C[C@H]1C2 | -30
99 | O=C1CN(C(=O)C2CC3(CCNCC3)CN2)CCN1CCc1ccccc1 (stereo unspecified) | -4
100 | COCC1(C(=O)NCc2cn3ccc(C)cc3n2)CCC1 | -4
101 | CC=CC(=O)OCc1nc2c(c(=O)[nH]c(=O)n2CCCC)n1CC | -6
102 | CC(c1ccc(-c2ccc3c(c2)CCC3=O)cc1)N1CCOCC1 (stereo unspecified) | -41
103 | O=C(c1cnn2ccccc12)N1C[C@H]2C[C@H](O)[C@H](O)C[C@H]2C1 | -17
104 | O=C(c1ccc(-c2nc3ccccc3s2)s1)N1CCCCC1 | -4
105 | Cn1cc(C(=O)NCC2CCCO2)c2[nH]c(=O)n(-c3ccccc3)c(=O)c21 (stereo unspecified) | -12
106 | Cc1ccccc1OCC(O)CN1CCN(Cc2cccs2)CC1 (stereo unspecified) | -5
107 | CC(NC(=O)c1cc(C2CC2)nn1-c1ccccc1)c1ccco1 (stereo unspecified) | 5
108 | COP1(=S)C2=C(N3CCOCC3)CC(C)(C)CC2=Nc2c1c(C)nn2-c1ccccc1 (stereo unspecified) | -3
109 | Cc1ccc(C(=O)N2CCCCCC2)cc1S(N)(=O)=O | -7
110 | CN(CCn1ccc2ccccc21)C(=O)c1onc2ccccc12 | -13
111 | CC(C)(C)CC(C)(C)c1ccc(OCC(=O)NNC(=O)C(C)(C)C)cc1 | -2
112 | C=CCn1cc(-c2c(-c3ccccc3)ncn2Cc2nccn2CC)cn1 | -11
113 | CCOC(=O)C1C(c2ccccc2)NC(=S)NC1(O)C(F)(F)F (stereo unspecified) | -13
114 | COc1ccc(N2CCN(C(=O)C3CCCCC3C(=O)N3CCc4ccccc4C3)CC2)cc1 (stereo unspecified) | 2
115 | O=C(CCC1CCN(C(=O)CSc2ccccc2)CC1)NCC1CCCO1 (stereo unspecified) | 2
116 | CC(SCC(=O)Nc1ccccc1)c1ccccc1 (stereo unspecified) | -7
117 | CCNC(=O)N1CCN(Cc2nc(-c3ccco3)oc2C)CC1 | -6
118 | CCC1CN(Cc2ncc(C)o2)C(CC)CN1Cc1ncc(C)o1 (stereo unspecified) | -5
119 | NS(=O)(=O)c1ccc(C(=O)NCCOc2cc(N3CCCC3)ncn2)cc1 | 5
120 | CCCN(CC1CC1)c1nc(N)c(C#N)c(CC#N)c1C#N | 18
121 | CCCCC(=O)N(Cc1ccc(-c2ccccc2-c2nn[nH]n2)cc1)[C@H](C(=O)O)C(C)C | -12&-3
122 | CC(C)C(C(=O)N1CCOC(COCc2ccccc2F)C1)c1ccccc1 (stereo unspecified) | -6
123 | CN(Cc1ccc(C#N)cc1)C(=O)CCc1ccc(C(C)(C)C)cc1 | 2
124 | Cn1cccc1CNCCSc1nnnn1C | -4
